Bioassay records deposited in PubChem BioAssay by National Center for Advancing Translational Sciences (NCATS).
D2 agonist: activates the human D2 dopamine receptor | hit rate 0.53% among 340,000 | activation, % at 2 µM | AID 485358 | HEK293 T-REx D2 cells, calcium flux agonist mode | P14416;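 active = activation over 3 SD above normal in the single-dose calcium agonist read, cut at about 30% in these data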; also: 0% is about no effect
Target sequence (P14416 whole entry, looked up): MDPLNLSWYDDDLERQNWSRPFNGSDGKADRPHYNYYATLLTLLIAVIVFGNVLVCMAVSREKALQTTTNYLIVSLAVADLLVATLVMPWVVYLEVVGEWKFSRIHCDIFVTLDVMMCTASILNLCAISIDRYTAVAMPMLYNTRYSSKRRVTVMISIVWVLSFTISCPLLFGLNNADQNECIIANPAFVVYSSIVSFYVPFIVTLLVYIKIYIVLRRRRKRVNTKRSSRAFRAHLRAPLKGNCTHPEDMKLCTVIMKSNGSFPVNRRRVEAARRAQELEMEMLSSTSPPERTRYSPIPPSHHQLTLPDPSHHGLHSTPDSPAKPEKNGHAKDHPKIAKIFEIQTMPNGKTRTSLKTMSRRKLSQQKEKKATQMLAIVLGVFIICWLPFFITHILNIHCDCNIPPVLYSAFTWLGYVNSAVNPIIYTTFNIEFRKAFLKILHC
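Agonism scored from kinetic calcium signal (1 read/sec, 180 s) following compound pin transfer, after a 10 s baseline. Cells: HEK293 Trex line expressing inducible D2 receptor coupled to calcium, dye-loaded after overnight culture at 30 C.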
TrxR1 inh: blocks rat thioredoxin reductase 1 | O89049 | recombinant rTrxR1, NADPH fluorescence consumption, selenite substrate | Potency, µM (doses to about 114 µM), for the others: at the highest dose activity change, negative = inhibition, hits mostly inhibitors | hit rate 1% among 390,000; also: potency is read from the fitted curve at half-maximal effect; % is scaled to controls: 0 for no effect and ±100 for the full control effect; nearly all actives have a fitted effect of over 65% in size
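Rat TrxR1 (90 nM in the dispensed reagent) was pre-reduced with 400 uM NADPH for 5 min at room temperature, then incubated with compound for 15 min. After 400 uM selenite was added, NADPH fluorescence (Ex 340/Em 450 nm) was followed for 8 min.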
Pin1 inh: human Pin1 inhibition; Pin1 FP peptide displacement, HiFluor488, 10 min; Potency, µM (highest dose often 115 µM), without a hit: top-dose activity, negative = inhibition, actives largely listed as inhibitors; Q13526; hit rate 0.009% among 390,000; active = well fitted inhibition curve with a large enough effect in the polarisation, with a control signal flat, not every such curve was filed as active; inconclusive = small, poorly fitted or top-dose-only effect, or effect the other way, or a change in a side signal; inactive = no such curve, though single readings can be large or run the other way; the % refers to the polarisation; also: potency is read from the fitted curve at half-maximal effect; % is scaled to controls: 0 for no effect and ±100 for the full control effect
Target sequence (Q13526 whole entry, looked up): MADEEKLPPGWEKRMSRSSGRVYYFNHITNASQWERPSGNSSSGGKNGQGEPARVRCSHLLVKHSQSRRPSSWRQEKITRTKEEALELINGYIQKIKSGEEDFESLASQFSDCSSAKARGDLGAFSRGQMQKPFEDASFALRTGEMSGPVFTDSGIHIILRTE
TrxR1 substrate: is turned over as a substrate by rat TrxR1; Potency, µM (titrated, usually from 114 µM), for inactives: at the highest dose activity change, negative = substrate turnover; purified TrxR1 substrate turnover, NADPH consumption readout; AID 588456; O89049; hit rate 0.01% among 390,000; also: potency is read from the fitted curve at half-maximal effect; % is scaled to controls: 0 for no effect and ±100 for the full control effect; nearly all actives have a fitted effect of over 50% in size
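Rat TrxR1, dispensed at 90 nM, was prereduced with 400 uM NADPH (final) for 5 min at ~22 deg C, then incubated with compound 15 min before 400 uM selenite. A first-read NADPH fluorescence drop versus no-compound background flagged substrates.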
TRHR enhancer: TRH receptor (human) allosteric enhancement | P34981 | TRHR cells, fluo-8 calcium fluorescence, EC20 TRH enhancement | enhancement, % at 2 µM | hit rate 0.66% among 360,000 | AID 493056; in the data active = enhancement above about 30%; also: 0% is about no effect
Target sequence (P34981 whole entry, looked up): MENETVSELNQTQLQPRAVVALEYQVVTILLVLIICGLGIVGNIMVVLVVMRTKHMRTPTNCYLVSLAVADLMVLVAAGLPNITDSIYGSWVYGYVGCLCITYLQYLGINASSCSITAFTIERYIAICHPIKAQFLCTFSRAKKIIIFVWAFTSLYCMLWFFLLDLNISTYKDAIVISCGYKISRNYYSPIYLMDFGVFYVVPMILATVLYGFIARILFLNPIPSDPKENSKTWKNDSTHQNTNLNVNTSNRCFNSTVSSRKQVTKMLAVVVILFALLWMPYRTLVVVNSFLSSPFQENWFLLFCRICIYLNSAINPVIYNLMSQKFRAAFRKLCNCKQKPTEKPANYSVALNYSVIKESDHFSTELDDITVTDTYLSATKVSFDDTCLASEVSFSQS
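TRHR-expressing cells loaded with fluo-8 calcium dye were read kinetically (ex 480/em 530) during compound addition, then stimulated with an EC20 of TRH (10 nM final). Enhancement of the Gq-mediated intracellular calcium response was scored.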
TRHR ag: activates the human TRH receptor; TRHR cells, calcium flux fluo-8, FDSS agonist mode; P34981; AID 493084; activation, % at 2 µM; hit rate 0.18% among 360,000; in the data active = activation above about 30%; also: 0% is about no effect
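Agonist-mode FDSS calcium read (Ex 480/Em 530, 1 s cycles) in 1536-well TRHR cells with fluo-8 dye, after 10-cycle baseline and 23 nL compound addition; TRH at EC20 (10 nM final) added afterwards for the enhancer phase.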
mIDH1 inhibitor: blocks human mutant IDH1 R132H enzyme. O75874. IDH1-R132H enzyme, NADPH consumption, diaphorase/resazurin fluorescence. Potency, µM (series often up to 76.6 µM), for inactives: top-dose activity change, negative = inhibition, usual class: inhibitors. hit rate 0.093% among 390,000; also: potency is read from the fitted curve at half-maximal effect; % is scaled to controls: 0 for no effect and ±100 for the full control effect; nearly all actives have a fitted effect of over 65% in size
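IDH1-R132H (0.5 ug/mL dispensed) in pH 7.5 Tris buffer was preincubated 30 min with compound, then given a substrate mix of 0.016 mM NADPH and 2 mM alpha-KG for 80 min at room temperature; remaining NADPH was read by diaphorase/resazurin fluorescence.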
D2 antagonist: antagonizes the human D2 dopamine receptor; hit rate 2% among 340,000; HEK293 TREx D2 cells, calcium flux, dopamine EC80; inhibition, % at 10 µM; AID 485344; in the data active = inhibition above about 30%; also: 0% is about no effect
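In this primary screen, negative modulation is detected by tracking calcium flux after an EC80 dopamine challenge in inducible HEK293 T-REx D2 cells preexposed to test compound for 180 s.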
USP1 inh: blocks the human USP1/UAF1 deubiquitinase complex. Potency, µM (top dose mostly 57.1 µM), inactives show at the top dose activity change, negative = inhibition, usual class: inhibitors. hit rate 0.23% among 390,000. recombinant USP1/UAF1, Ub-Rhodamine cleavage fluorescence. O94782; also: potency is read from the fitted curve at half-maximal effect; % is scaled to controls: 0 for no effect and ±100 for the full control effect; nearly all actives have a fitted effect of over 60% in size; inactives centre near -12
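USP1/UAF1 complex (1 nM) preincubated 15 min at room temperature with compound, then Ub-Rho substrate (150 nM final) added. Kinetic fluorescence at 480/540 nm over 6 reads at 60 s intervals; 50 mM HEPES pH 7.8, 0.5 mM EDTA, 0.1 mg/ml BSA, 1 mM TCEP, 0.01% Tween-20.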
The depositor's hits bear a star; ? = inconclusive; . = not tested or not shown; & = joins results of further samples; [ ] = dose if it differs, or a comment. Unless noted, calls follow the shape of the dose curve; as a rule, active = well fitted inhibition curve with a large enough effect; inconclusive = small, poorly fitted or top-dose-only effect; inactive = no such curve, though single readings can be large or run the other way. Some of the compounds tested (hit frequency here may not be typical).

Compound,Pin1 inh,D2 antagonist,D2 agonist,TrxR1 substrate,TRHR ag,TrxR1 inh,USP1 inh,TRHR enhancer,mIDH1 inhibitor
CCc1ccc(NC(=O)CCc2nc3cccnc3n2Cc2ccc(OC)cc2)cc1,13%,3,-0.3,-1%,-1.1,12%,-10%,-7,3%
Cc1sc(N/N=C/c2cccs2)nc1-c1ccccc1,21%,-16,0.4,-11%,0.4,-15%,-18%,-8,0%
O=C(Oc1ccccc1Cl)c1cc(-c2ccc3c(c2)OCCO3)on1,11%,.,-0.1,6%,-1.3,4%,?,-4,7%
CCOC(=O)c1[nH]c2ccccc2c1NC(=S)Nc1cc(C)ccc1C,-5%,-3,1.4,6%,-0.1,-3%,?,6,-22%
COCCNC(=O)CC(NS(=O)(=O)c1ccc(C)cc1)c1ccco1 (stereo not given),-1%,-12,0.3,7%[57.1 µM],-1.8,10%[57.1 µM],-17%,7,-2%
OCC1(CCOc2ccccc2)CCN(Cc2ccccc2C(F)(F)F)CC1,-1%,-2,0.6,-12%,0.7,7%,-3%,-1,-12%
O=C(O)CSc1nc2c(c(C(F)(F)F)n1)CCCC2,0%&7%,-4&-4,1.0&1.6,-7%,0.9&1.0,-7%,-19%&-17%,-5&-1,-2%&1%
O=C(COc1cccc(F)c1)N[C@@H](Cc1ccccc1)c1nc2ccccc2[nH]1,5%,-15,-1.0,8%,-0.6,32%,-23%,-14,3%

Profiles, quoted from the list:
CCOC(=O)c1[nH]c2ccccc2c1NC(=S)Nc1cc(C)ccc1C across the screens: Pin1 inh = -5%; D2 antagonist = -3; D2 agonist = 1.4; TrxR1 substrate = 6%; TRHR ag = -0.1; TrxR1 inh = -3%; USP1 inh = ?; TRHR enhancer = 6; mIDH1 inhibitor = -22%
O=C(Oc1ccccc1Cl)c1cc(-c2ccc3c(c2)OCCO3)on1 across the screens: Pin1 inh = 11%; D2 antagonist = .; D2 agonist = -0.1; TrxR1 substrate = 6%; TRHR ag = -1.3; TrxR1 inh = 4%; USP1 inh = ?; TRHR enhancer = -4; mIDH1 inhibitor = 7%

Continuation.
Compound,Pin1 inh,D2 antagonist,D2 agonist,TrxR1 substrate,TRHR ag,TrxR1 inh,USP1 inh,TRHR enhancer,mIDH1 inhibitor
COc1ccc(-c2cn3c(C)c(C(=O)N4CCCc5ccccc54)sc3n2)cc1,31%[activator],.,.,5%[57.1 µM],.,16%[57.1 µM],-21%,.,-16%
COc1ccccc1NC(=O)C(C)OC(=O)CCNS(=O)(=O)c1cccc(C(F)(F)F)c1 (stereo not given),-1%,-18,-0.1,0%,-0.3,7%,-18%,2,8%
O=C(Cn1cc(C(=O)c2ccco2)c2ccccc21)Nc1ccc(Br)cc1,27%,.,-0.9,4%,-1.5,28%,-6%,-8,0%
COc1ccc(CNC(=O)Cn2c(=O)c3cccn3c3ccccc32)cc1,?,.,0.1,-4%,0.3,11%,-20%,-6,7%
O=C(CCc1ccc(S(=O)(=O)N2CCOCC2)cc1)NCCCN1CCCC1=O,-13%,8,0.7,-10%,0.0,-4%,-1%,-4,14%
Cc1ccccc1N=CC=C1OC(C)(C)C(C)(C)O1,1%,-6,-2.3,5%,-0.6,-18%,3%,0,-2%
Cc1cccc(N2CCN(C(c3ccccc3)c3nnc(-c4ccccc4Cl)o3)CC2)c1C (stereo not given),18%,.,0.8,3%,0.9,9%,-17%,6,-3%
O=C(CCCSc1nc2ccccc2c(=O)[nH]1)c1ccc(F)cc1,4%,-23,3.1,4%[57.1 µM],-1.4,6%[57.1 µM],-22%,13,21%
CCC1C(=O)C(C)(C)C(=O)OC1c1ccc([N+](=O)[O-])cc1 (stereo not given),5%,-6,1.0,-5%,-0.4,9%,-22%,-2,0%
COc1ccc(Cn2c(-c3ccc(Cl)cc3)c[n+]3ccccc23)cc1,3%,.,.,10%,0.2,14%,-10%,-4,0%
CCn1c(COc2ccc(=O)n(-c3ccccc3)n2)nnc1SCC(=O)OC,-3%,-16,-0.4,9%,0.0,19%,2%,7,-3%
O=C(CN1C(=O)c2cccnc2Oc2ccc(Cl)cc21)N1CCCC1,0%,11,0.1,2%,0.4,31%,-16%,17,-5%
COc1cc(OC)c(NC(=O)CSc2nc3ccncc3[nH]2)cc1Cl,5%,.,-1.2,-11%,-0.8,-23%,0%,3,0%
CC1CCCCN1C(=O)C1CCN(c2nc(-c3ccccc3)nc3c2CCC3)CC1 (stereo not given),?,-11,-0.2,-4%,-1.0,2%,-4%,39*,0%
Cc1cc(C)c(S(=O)(=O)N2CCCCC2CCNC(=O)C(=O)NC2CC2)c(C)c1 (stereo not given),3%,-20,0.3,-8%,-0.3,-1%,-12%,7,6%
O=C(Cn1cc2c(n1)CCCCC2)Nc1c(F)cc(F)cc1Br,-2%,1,-0.3,0%,0.2,7%,-6%,0,17%
COc1ccc(NS(=O)(=O)c2ccc3c(c2)N(C(C)=O)CCS3)cc1,0%,-2,1.1,3%,1.0,18%,-24%,-2,0%
COc1ccc(-n2c(SCCNCCO)nc3sc4c(c3c2=O)CCCC4)cc1,0%,-5,2.1,9%,-0.3,19%,-14%,6,1%
CCOC(=O)C1CCCN(c2cc(NCCCO)c([N+](=O)[O-])c3nonc23)C1 (stereo not given),.,-11,0.9,.,0.0,.,.,0,.
Cc1cc(C)c2c(N=NN(C)C)[nH]nc2n1,1%,.,.,-12%,.,-17%,3%,.,-1%
O=C(CSc1nc(-c2cccs2)nc2ccccc12)NC1CCS(=O)(=O)C1 (stereo not given),9%,-35,0.2,-20%,-0.2,0%,-27%,-1,7%
Cc1cccc2nc(CSc3nc4ccc([N+](=O)[O-])cc4[nH]3)c(Br)n12,12%,-10,0.5,-11%,-0.1,-23%,-20%,11,5%
CCN(CC)CCNC(=O)NC(=O)c1ccc(Cl)cc1,6%,-2,1.0,-24%[57.1 µM],0.2,2%[57.1 µM],-13%,5,6%
CCOc1ccccc1NC(=O)CCc1nnc2ccc(NCc3ccco3)nn12,-3%,-4,0.5,1%,-0.2,?,-16%,-4,7%
O=C(CN1C(=O)C2CC=CCC2C1=O)Nc1nnc(SCc2ccc(Cl)cc2)s1 (stereo not given),?,7,1.5,0%,0.7,4%,-21%,-12,-4%
Cc1ccc(N2C(=O)N(CC(=O)C(C)(C)C)c3ccccc3S2(=O)=O)cc1C,?,.,0.5,-9%[57.1 µM],0.5,5%[57.1 µM],?,-1,31%
COc1ccccc1NC(=O)Nc1nc(CC(=O)N2CCN(c3ccccc3OC)CC2)cs1,3%,2,0.5,1%,-0.3,9%,-16%,-6,-2%
O=C1/C(=C\c2ccco2)SC(=S)N1C1CCCCC1,.,2,0.0,.,0.4,.,.,9,.
CCOc1ccc(CCNC(=O)c2cc3c(=O)[nH]c4ccc(C)cc4c3s2)cc1OCC,5%,.,-0.7,2%,0.8,-8%,-22%,0,-2%
O=C(Nc1ccc(Cl)c(S(=O)(=O)Nc2ccccc2Cl)c1)c1cccs1,13%,-4,-1.1,-22%[57.1 µM],-0.3,4%[57.1 µM],-13%,-3,-2%
COc1ccc(OC)c(NS(=O)(=O)c2ccc(NC(=O)C3COc4ccccc4O3)cc2)c1 (stereo not given),7%,-3,0.9,-3%,0.5,6%,?,-5,0%
COCCn1c(=O)[nH]c2cc(C(=O)NCCCN3CCN(c4ccc(F)cc4)CC3)ccc2c1=O,-5%,58*,35*,4%,-0.2,-5%,-9%,5,10%
CCOc1ccc(N(CC)C(=O)CSc2n[nH]c(-c3ccccc3)n2)cc1,-5%,.,0.5,-5%[57.1 µM],0.1,14%[57.1 µM],?,1,-13%
CC(=O)Oc1ccc(Nc2ccccc2)cc1,-3%,7,-5.2,-7%,-0.4,-21%,-14%,-1,8%
CCc1c(C)sc(NC(=O)c2cc(C)no2)c1C#N,-10%,-17,0.1,-8%,0.4,-5%,?,-4,6%
Clc1ccc(Nc2nc(-c3ccccc3)c3ccccc3n2)c(Cl)c1,5%,.,0.7,0%,0.5,15%,-15%,-2,33%
Cc1ccc(NC(=O)Cn2nnc(C(=O)NCc3ccccc3)c2N)cc1C,-8%,8,-0.4,3%,1.8,13%,-18%,6,-2%
C#CCOCCOCCOCCNc1nc(N2CCN(C(=O)CCCCCCCCCCNC(=O)[C@H](CCC(=O)O)n3cc(CCCCCN)nn3)CC2)nc(N2CCN(C(=O)CCCCCCCCCCNC(=O)[C@@H]([C@H](C)O)n3cc(C)nn3)CC2)n1,-3%,11,-0.8,11%[57.1 µM],0.0,19%[57.1 µM],14%,0,5%
CCCCCc1nnc(NS(C)(=O)=O)s1,-1%,5,-0.5,-9%,-1.0,-6%,-10%,-2,-6%
Clc1ccc(-n2cccc2)cn1,-1%,-9,-0.6,0%,-0.5,21%,-11%,0,6%
CC(CCc1ccco1)NC(=O)Cn1ncc2c(=O)oc3ccccc3c21 (stereo not given),-2%,3,-0.3,10%[57.1 µM],-0.5,12%[57.1 µM],-9%,-8,-1%
Cc1ccccc1NC(=S)N/N=C1\CC(C)(C)Oc2ccc(O)cc21,-4%,4,-2.3,23%[57.1 µM],0.7,-28%,-8%,3,-8%
